Bioassay records (PubChem)
Apaf1 inhib – inhibitors of human Apaf-1 apoptosome. O14727. reconstituted apoptosome caspase-3 activity, DEVD-Rh110 fluorescence. inhibition, % at 20 µM. 330,000 tested, 0.71% active; active = inhibition of at least 40% at 20 µM;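 note: plate controls were DMSO wells for no effect and DEVD-CHO caspase inhibitor wells for full effect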
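Medium: Hepes buffer, pH 7.5 / System: biochemical Apaf-1 apoptosome reconstitution / Measured by: Rh110 fluorescence, excitation 480 nm, emission 540 nm / Times: compound with Apaf-1, dATP, procaspase-3 30 min, then 50 min reaction, room temperature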
697 NFkB inh – lowers PMA/ionomycin-induced NF-kB signal in 697 B cells. 697 B-cell NF-kB luciferase reporter, 16 h. inhibition, % at 4 µM. 330,000 tested, 0.33% active. AID 435022; in the data active = inhibition above about 35%
UBC13 polyUb – blocks human UBC13 polyubiquitin chain formation | P61088 | TR-FRET | inhibition, % at 20 µM | 330,000 tested, 0.47% active | AID 485273; in the data active = inhibition above about 45%, passing the limit was not always enough
Target sequence (P61088 whole entry, looked up): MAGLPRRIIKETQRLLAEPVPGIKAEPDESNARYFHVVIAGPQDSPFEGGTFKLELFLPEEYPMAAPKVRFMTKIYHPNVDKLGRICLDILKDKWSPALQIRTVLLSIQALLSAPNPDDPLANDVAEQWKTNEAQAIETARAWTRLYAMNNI
Jurkat NFkB inh – inhibitors of the PMA/ionomycin-induced NF-kB reporter in Jurkat cells; PMA/ionomycin-induced NF-kB luciferase reporter, luminescence; inhibition, % at 4 µM; 330,000 tested, 0.53% active
HKDC1 inh – HKDC1 (human) hexokinase inhibition. Q2TB90. recombinant HKDC1, G6PDH/diaphorase resazurin coupled fluorescence. inhibition, % at 20 µM. 340,000 tested, 0.16% active;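 active = inhibition above about 35% when tested at 20 µM, limit read from the data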;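 note: plate controls were DMSO wells with enzyme for no effect and DMSO wells lacking enzyme for full effect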
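Incubation: 90 min at room temperature in dark / Material: recombinant HKDC1 (HK5) hexokinase enzyme, produced in-house / Quantity: enzyme 5 µg/mL final / Compound: one dose of 20 µM, 1% DMSO / Reagent: glucose and ATP substrates / Buffer or medium: Tris pH 8.0 buffer with MgCl2, Tween-20, BSA, BME / Technique: resorufin fluorescence at 613 nm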
Gli-Sufu block – antagonists of Gli-Sufu signaling; inhibition, % at 5 µM; 340,000 tested, 0.74% active; AID 588413; Sufu-KO-LIGHT fibroblasts, Gli luciferase reporter luminescence;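 active = inhibition above about 55%, limit read from the data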;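 note: 0% = DMSO-treated cells and 100% = wells with medium but no cells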
SENP8 block – inhibitors of human SENP8 protease | Q96LD8 | purified SENP8, Z-RLRGG-aminoluciferin cleavage, luminescence | inhibition, % at 10 µM | 330,000 tested, 1.2% active
Target sequence (Q96LD8 whole entry, looked up): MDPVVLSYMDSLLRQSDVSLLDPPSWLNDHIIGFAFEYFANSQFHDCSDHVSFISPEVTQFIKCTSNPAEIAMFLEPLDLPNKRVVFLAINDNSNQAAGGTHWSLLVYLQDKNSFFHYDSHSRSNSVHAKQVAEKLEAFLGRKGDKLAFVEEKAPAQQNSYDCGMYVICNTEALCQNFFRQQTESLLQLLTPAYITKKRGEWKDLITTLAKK
SENP7 block – inhibitors of human SENP7 protease. Q9BQF6. recombinant SENP7, Z-RLRGG-aminoluciferin luminescence, 40 min. inhibition, % at 5 µM. 330,000 tested, 1.5% active;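 active = inhibition above about 50% at the single test dose, limit read from the data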;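 note: plate controls were DMSO with enzyme for no effect and no enzyme buffer wells for full effect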
Target sequence (Q9BQF6 706-1050 limits assumed): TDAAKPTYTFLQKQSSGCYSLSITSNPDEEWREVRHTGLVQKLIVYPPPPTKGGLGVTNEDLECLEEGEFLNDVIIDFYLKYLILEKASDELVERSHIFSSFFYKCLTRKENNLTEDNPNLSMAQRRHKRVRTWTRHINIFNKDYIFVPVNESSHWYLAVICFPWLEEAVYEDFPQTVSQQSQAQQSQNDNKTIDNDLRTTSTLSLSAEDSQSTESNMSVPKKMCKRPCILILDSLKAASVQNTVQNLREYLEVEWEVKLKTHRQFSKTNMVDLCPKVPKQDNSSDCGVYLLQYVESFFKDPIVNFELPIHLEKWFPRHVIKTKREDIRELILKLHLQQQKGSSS
An asterisk follows results filed as active; x = no result given. Cut-off read from the data, not from the text of the source, unless noted: active = inhibition above about 50%; inactive = the rest. Not a hit list; 3.6% or so of the library scored in one or more.

SMILES	Apaf1 inhib	697 NFkB inh	UBC13 polyUb	Jurkat NFkB inh	HKDC1 inh	Gli-Sufu block	SENP8 block	SENP7 block
CS(=O)(=O)c1ccc(Cl)c(NC(=O)C2CCCCN2S(=O)(=O)c2ccccc2)c1 (configuration not stated)	14	-7	-2	-14	-6	-3	-13	-8
Cc1cc(C)cc(NC(=O)CSc2ccc(-c3cccs3)nn2)c1	7	0	2	-3	19	-3	6	7
O=S(=O)(Nc1ccc2c(c1)OCO2)c1ccc(F)c(F)c1	-10	14	8	9	-4	-1	2	-1
CCOc1ccc(CCNC(=O)COc2cccc(-n3cnnn3)c2)cc1OCC	-5	12	4	-5	0	4	13	-4
O=C(CCC1CCCCC1)Nc1ccccc1-c1ccccc1	13	-10	3	-3	3	6	-6	-1
COc1ccc2cc3cc(C(=O)NCc4ccccn4)oc3nc2c1	-1	21	30	-3	0	0	-1	0
NC(=O)CSCc1c(Cl)cccc1Cl	-10	13	-4	9	-6	3	6	-4
COc1ccc(NC(=O)Nc2nnc(Cc3ccc(OC)c(OC)c3)s2)cc1	-3	2	-5	4	-6	6	-5	-17
Cc1ccc(O)c(NC(=O)CN(C)S(=O)(=O)c2ccc(Cl)cc2)c1	-13	-27	2	40	-8	9	6	5
CCc1ccc(OCC(=O)Nc2cc(S(=O)(=O)CC)ccc2O)cc1	-12	23	-3	4	-6	-13	2	-5
COc1ccc(-c2cnnc(N/N=C/c3ccc(OC)c(OC)c3)n2)cc1	-17	-25	-16	-6	9	52	-6	-3
COc1cc(/C=C2\CCC(C3CCCC3)C2=O)ccc1OC(C)C (configuration not stated)	15	-29	-10	-28	1	13	-11	-5
Cc1ccc(NP(=O)(c2ccc(N(C)C)cc2NC(=O)c2cccs2)N2CCOCC2)cc1 (configuration not stated)	17	23	6	3	9	-9	-5	8
COc1ccc(OC)c(CN2CCC(N3CCC(C(=O)NC4CC4)CC3)CC2)c1	5	-4	-2	-14	-1	-15	-8	12
Cc1ccc(S(=O)(=O)N(C)C)cc1NC(=O)Nc1ccccc1F	-22	-2	-7	10	1	6	-6	2
O=C1CCCN1CCCNC(=S)Nc1ccc(Br)cc1Cl	-12	4	2	2	7	-10	-7	-2
Cc1cc2c(cc1C)C(c1cccc([N+](=O)[O-])c1)CC(=O)N2 (configuration not stated)	29	-18	0	-2	3	15	2	12
Cc1ccc(S(=O)(=O)N2CCN(C(=O)COC(=O)c3ccccc3Cl)CC2)c(C)c1	8	8	11	-1	3	-3	3	0
Cc1cc2c(ncn2C)c(NS(=O)(=O)c2ccc(Cl)cc2)c1C	11	-2	-23	3	-9	-6	-7	-1
C/C=C(\C)C(=O)NCCN1C2=NC[C@H](C)N2C[C@@H]1Cc1ccc(OC)cc1	-1	20	7	5	3	-1	10	-10

Single records, from the list above.
Shown for Cc1cc2c(ncn2C)c(NS(=O)(=O)c2ccc(Cl)cc2)c1C : Apaf1 inhib = 11; 697 NFkB inh = -2; UBC13 polyUb = -23; Jurkat NFkB inh = 3; HKDC1 inh = -9; Gli-Sufu block = -6; SENP8 block = -7; SENP7 block = -1
Shown for C/C=C(\C)C(=O)NCCN1C2=NC[C@H](C)N2C[C@@H]1Cc1ccc(OC)cc1 : Apaf1 inhib = -1; 697 NFkB inh = 20; UBC13 polyUb = 7; Jurkat NFkB inh = 5; HKDC1 inh = 3; Gli-Sufu block = -1; SENP8 block = 10; SENP7 block = -10

The list goes on:
SMILES	Apaf1 inhib	697 NFkB inh	UBC13 polyUb	Jurkat NFkB inh	HKDC1 inh	Gli-Sufu block	SENP8 block	SENP7 block
CCCCCN(C(=O)CCC(=O)OCC(=O)N1CCC(C)CC1)c1c(N)n(CCCC)c(=O)[nH]c1=O	7	11	-10	-12	-19	-9	5	3
CCOC(=O)N/N=C(C)/C=C/c1ccco1	-10	3	-7	-1	1	3	7	3
Cc1ccc(NC(=O)Cc2nnc(SCC(=O)c3ccc(Br)cc3)n2C)cc1Cl	5	-28	-21	-8	x	x	6	-6
CCCCOc1ccc(C(=O)N/C(=C/C=C/c2ccccc2)C(=O)NC)cc1	10	-7	-14	-7	6	-15	-10	-2
Cc1cc(NC(=O)C(C)SCC(=O)Nc2ccccc2OC(F)F)no1 (configuration not stated)	7	3	1	-9	-5	7	-5	-4
CC(NCc1cc(Br)ccc1OCC(=O)NCc1ccccc1)c1ccccc1 (configuration not stated)	6	-8	9	2	-3	40	-2	6
NCCCC[C@@H]1NC(=O)c2cc([N+](=O)[O-])cc(F)c2NCCCC[C@@H](C(N)=O)NC(=O)[C@H](CCC(N)=O)NC1=O	-3	-3	74*	3	-7	-3	-12	-8
COc1ccc(NC(=O)Nc2ccc(F)cc2)c(C)c1	8	12	4	-2	-9	-24	0	9
Cc1ccc(CC(CC(=O)Nc2cccc(C(F)(F)F)c2)C(=O)O)cc1 (configuration not stated)	-7	-12	-18	-8	-4	-3	-16	-9
O=C(NCc1ccco1)c1ccc(Oc2ccccc2)cc1	5	-23	-3	-18	3	-26	-2	-3
CCCCn1nc(C(=O)Nc2nc3c(s2)CCCC3)c2ccccc2c1=O	20	4	-4	-2	4	5	10	-1
CC(C)(C)CNC(=O)c1ccc2c(c1)S(=O)(=O)c1cc(Cl)ccc1C2=O	8	-8	4	9	-2	5	-3	3
Cc1cc(Nc2ccccc2)nc(N2CCN(C(=O)c3ccc4c(c3)OCO4)CC2)n1	26	-13	0	6	-1	12	-20	-11
CCc1cc(C(=O)OC)c(NC(=O)CC2NCCNC2=O)s1 (configuration not stated)	-2	-1	-10	-24	-4	22	-8	-3
CC(C)OCCCNC(=O)C(NC(=O)c1ccc(Cl)cc1)C(C)C (configuration not stated)	6	3	-2	8	-4	2	-6	-10
CS/C(Nc1cc(Cl)ccc1Cl)=C(/C#N)C(=O)c1ccco1	3	-86	-15	-18	6	3	94*	89*
O=C(c1cccc(Br)c1)N1CCN(S(=O)(=O)N2CCCCC2)CC1	2	-16	-7	19	-8	17	-1	11
COc1ccc(C2/C(=C(/O)c3ccc(C)cc3)C(=O)C(=O)N2c2ccccn2)cc1 (configuration not stated)	11	-13	-4	-25	6	21	-7	-6
COc1ccc(-c2ncncc2-c2csc(C)n2)c(O)c1OC	4	-5	-6	0	-6	2	-4	-11
COc1cccc(N2CC(C)Cn3c2nc2c3c(=O)n(CCN3CCOCC3)c(=O)n2C)c1 (configuration not stated)	9	-12	-6	21	-10	-6	-2	-1
COCCN(C(=O)c1csnn1)C(C(=O)NC1CCCCC1)c1ccccc1 (configuration not stated)	-1	6	-8	-28	0	-17	-12	-6
C/C(=N/NC(=O)C1CCCN1C(=O)c1ccc([N+](=O)[O-])cc1)c1ccc(Br)cc1 (configuration not stated)	19	19	2	-4	-2	-2	2	-3
CCc1ccc(-c2nc(CN3CCCC(C(=O)O)C3)c(C)o2)cc1 (configuration not stated)	11	5	-13	2	2	-9	-7	-10
CC(C)N(CCCNC(=O)C1CCN(C(=O)c2cc3sccc3n2C)CC1)Cc1ccccc1	-5	-5	-4	-7	-5	-1	-7	-18
Cc1ccc(CNC(=O)c2ccc(N3CCCC3=O)cc2)cc1	3	7	2	-3	3	0	8	3
CCOc1nc(C)ccc1-c1noc(-c2cccnc2)n1	-12	-39	3	-13	-2	-17	-10	-4
O=C(CCC(=O)c1ccc(Oc2ccccc2)cc1)Nc1ccc(C(=O)O)cc1	0	3	4	24	0	-7	2	-10
CCn1c(N2CCN(C(=S)NCCc3ccccc3)CC2)nc2ccccc21	22	-37	-2	-9	-3	16	0	-8
COc1ccc(NC(=O)Cn2c(=O)n(-c3ccccc3)c(=O)c3sccc32)c(OC)c1	-19	14	14	9	-7	7	-4	-1
COc1ccccc1OCC(=O)Nc1cc(Cl)ccc1N1CCCCC1	12	15	5	3	0	5	4	4
COc1ccccc1C(=O)c1c(C)c(CCC#N)n2ccccc12	5	12	-1	-4	6	8	1	7
CCN(CC)S(=O)(=O)c1cc(NS(=O)(=O)c2cccc(C(=O)O)c2)ccc1C	-3	15	-5	7	4	-2	1	1
CC(C)c1ccc(NC(=O)C(c2ccccc2)N2CCN(C=O)CC2)cc1 (configuration not stated)	-7	7	1	-7	1	4	0	-4
CCOC(=O)Nc1ccc(NC(=O)c2c(OC)cccc2OC)cc1	-2	11	-1	-11	-1	7	6	6
Cc1nn(C)c(C)c1CNC(=O)/C=C/c1ccccc1F	-8	-9	-3	0	-7	1	-2	1
CC1(C)CC(N=C2C([N+](=O)[O-])=CC=C3C2=NC2(CCCCC2)N3O)CC(C)(C)N1	-2	7	-152	5	11	5	9	7
COC(=O)Cc1ccc(NC(=S)NCCSc2ccc(Cl)cc2)cc1	19	5	7	12	7	3	-3	-9
CCC1(C)Cc2c(sc3nc(SC)nc(NCCN(C)C)c23)CO1 (configuration not stated)	-5	9	7	11	6	12	2	-4
O=C(NCC(F)(F)F)c1ccc(S(=O)(=O)Nc2ccccc2N2CCCC2)cc1	54*	0	-11	-7	-3	3	6	6
Cc1nc(-c2ccccc2)sc1C(=O)CSc1ccc(Br)cc1	2	0	-3	5	-3	1	-7	-3
O=C(COC(=O)C1CCN(C(=O)Nc2ccccc2)CC1)NCC(F)(F)F	-10	9	4	16	10	-6	0	3
CCc1ccc(NS(=O)(=O)c2ccc3[nH]cc(C(=O)NCC4CCCO4)c(=O)c3c2)cc1 (configuration not stated)	5	4	-9	-10	9	-13	-8	-3
CCOC(=O)CN1CCS(=O)(=O)CC1	-16	2	3	4	-4	1	4	-1
Cc1cc(C=C2C(=O)c3ccccc3C2=O)c(C)n1-c1ccc(C(=O)O)cc1	9	-4	-27	-2	4	7	-2	1
CN(C)NC(=S)Nc1ccc2nc(-c3ccccn3)c(-c3ccccn3)nc2c1	12	-5	-11	-9	11	-24	-2	-13
CC1CCCN(C(=O)c2ccc3ncsc3c2)C1 (configuration not stated)	6	-10	-2	-9	-4	-21	-5	-17
c1ccc(C2=NOC(c3nnc(-c4ccccc4)o3)C2)cc1 (configuration not stated)	2	25	2	-3	-5	-6	-2	7
Cc1[nH]c2ccccc2c1C1(O)C(=O)N(C(C)C)c2ccccc21 (configuration not stated)	23	-3	-16	3	9	1	-8	-10
CC(=O)Nc1cc2c3c(c1)CCC(=O)N3CCC2	-6	2	4	-3	-2	-3	-2	2
Cc1ccccc1-n1c(-c2ccc3ccccc3n2)n[nH]c1=S	6	-25	-2	-6	1	1	-1	-9
CCOC(=O)/C(=C/c1ccccc1)NC(=O)c1ccco1	-3	20	-1	-2	-7	1	-3	-7
CC1(C)CC(NC(=O)C(=O)NCCc2ccc(Cl)cc2)CC(C)(C)N1	7	4	-8	-3	-13	10	-15	-4
O=C(Nc1ccc(NC(=O)c2cccs2)cc1)c1ccc2c(c1)OCCO2	-37	16	14	-5	-10	46	2	-2
CC(=O)c1ccc(-c2cc([C@H]3[C@H]4C=CC[C@@H](C)[C@@H]4C(=O)N3Cc3ccccc3)ccc2F)cc1	24	7	-6	-10	-3	28	-1	3
CC(=O)N1CCCc2cc(S(=O)(=O)N3CCCC(C(=O)Nc4cccc(C)c4)C3)ccc21 (configuration not stated)	6	12	1	15	2	11	7	-6
CCOC(=O)c1[nH]c(C)c(C(=O)OCc2c(C)noc2C)c1C	13	-59	-16	-23	9	3	-4	-4

3 entries drawn at random from the list so far, as already listed:
SMILES	Apaf1 inhib	697 NFkB inh	UBC13 polyUb	Jurkat NFkB inh	HKDC1 inh	Gli-Sufu block	SENP8 block	SENP7 block
O=C(COC(=O)C1CCN(C(=O)Nc2ccccc2)CC1)NCC(F)(F)F	-10	9	4	16	10	-6	0	3
CCOC(=O)c1[nH]c(C)c(C(=O)OCc2c(C)noc2C)c1C	13	-59	-16	-23	9	3	-4	-4
O=C(Nc1ccc(NC(=O)c2cccs2)cc1)c1ccc2c(c1)OCCO2	-37	16	14	-5	-10	46	2	-2
